Source: PubChem BioAssay (several laboratories)
BCLXL inh: blocks human Bcl-xL binding to Bim BH3 peptide; Q07817; GST-Bcl-xL / FITC-Bim BH3 peptide fluorescence polarization; inhibition, % at 10.9 µM; actives 0.7% (n = 320,000); AID 2129;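 active means inhibition above the mean of all tested compounds plus 3 SD, cutoff set per campaign, cut at about 30% in these data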;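 further: 0% = DMSO wells and 100% = unlabeled Bim-BH3 peptide competitor; inhibitors lower millipolarization by displacing the labeled peptide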
Target sequence (Q07817 whole entry, looked up): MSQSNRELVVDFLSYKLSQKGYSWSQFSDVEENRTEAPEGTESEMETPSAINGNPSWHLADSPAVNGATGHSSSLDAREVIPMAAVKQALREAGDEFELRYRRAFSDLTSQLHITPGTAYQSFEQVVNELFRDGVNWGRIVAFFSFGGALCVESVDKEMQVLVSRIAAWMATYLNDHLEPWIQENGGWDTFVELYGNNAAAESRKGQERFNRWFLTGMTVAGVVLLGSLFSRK
VLA-4 inh: inhibition in a human VLA-4 binding assay; inhibition, % (about 7 µM as worked out from the volumes in the protocol); VLA-4 expressing cells, ligand binding flow cytometry; P13612; actives 0.2% (n = 330,000); in the data active means inhibition above about 50%
GRK2 inh: inhibitors of human GRK2 displacing RNA aptamer; bead flow cytometry, FAM-aptamer displacement from GRK2; AID 488847; P25098; actives 0.59% (n = 330,000); inhibition of aptamer binding, % at 10 µM;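 active means inhibition of aptamer binding above 40%, roughly 3 SD of noise, on plates passing a quality check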;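 further: median bead fluorescence of bound FAM aptamer so fluorescent compounds give negative values; no value below 0 was filed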
Target sequence (P25098 whole entry, looked up): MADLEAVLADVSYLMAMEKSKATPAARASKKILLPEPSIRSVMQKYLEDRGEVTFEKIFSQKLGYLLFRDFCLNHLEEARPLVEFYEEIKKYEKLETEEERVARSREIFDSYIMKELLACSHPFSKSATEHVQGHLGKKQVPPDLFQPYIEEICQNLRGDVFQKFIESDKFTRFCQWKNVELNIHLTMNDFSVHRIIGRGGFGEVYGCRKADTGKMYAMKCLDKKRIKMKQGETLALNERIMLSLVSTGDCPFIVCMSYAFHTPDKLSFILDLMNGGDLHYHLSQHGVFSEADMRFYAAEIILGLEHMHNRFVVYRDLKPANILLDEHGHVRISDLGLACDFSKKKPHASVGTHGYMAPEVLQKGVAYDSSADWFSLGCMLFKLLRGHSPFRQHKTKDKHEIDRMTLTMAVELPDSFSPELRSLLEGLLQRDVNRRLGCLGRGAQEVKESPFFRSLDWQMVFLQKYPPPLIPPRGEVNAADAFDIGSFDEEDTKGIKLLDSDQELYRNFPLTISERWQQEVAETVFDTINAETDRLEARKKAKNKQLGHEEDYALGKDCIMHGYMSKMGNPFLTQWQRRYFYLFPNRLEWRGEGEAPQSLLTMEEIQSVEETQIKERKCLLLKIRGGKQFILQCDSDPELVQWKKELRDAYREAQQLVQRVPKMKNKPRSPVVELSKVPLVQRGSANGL
MCL1 BIM primary: MCL1-BIM-BH3 interaction inhibition (human) | GST-MCL1 / FITC-Bim-BH3 fluorescence polarization | actives 0.68% (n = 320,000) | AID 2057 | inhibition, % at 10.9 µM | Q07820;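 active means inhibition above the mean inhibition of all tested compounds plus 3 SD, set per campaign, cut at about 40% in these data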;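 further: 0% = DMSO wells and 100% = unlabeled Bim-BH3 peptide control; higher means more loss of mP so more displacement of Bim peptide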
GLD-1 TGE inh: GLD-1-TGE RNA interaction inhibition (C. elegans) | Q17339 | purified GLD-1 + fluorescein TGE RNA, fluorescence polarization | inhibition, % at 5.96 µM | actives 0.44% (n = 320,000);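 active means percent inhibition above a per-plate cutoff, the plate mean of test compounds plus 3 SD, cut at about 30% in these data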;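 further: 0% = DMSO wells with GLD-1 and probe and 100% = wells lacking GLD-1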
MEX-5 binding: C. elegans MEX-5 TCR-2 RNA binding activity; Q9XUB2; MEX-5/FITC-TCR2 RNA binding, fluorescence polarization; stronger effect = lower value; activity score (negative = inhibition of binding), % at 10 µM; actives 0.38% (n = 300,000);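 active means inhibition past about -25% in most replicates, and total fluorescence under double the plate's negative control median, limit read from the data; inconclusive means replicates evenly split on the limit, or fluorescence at least double controls; inactive means too little inhibition in most replicates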;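 further: 0% = DMSO and -100% = 5 µM competing unlabeled TCR2 RNA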
CR mimetic SO: caloric restriction mimetics inhibiting age-related superoxide in yeast | S. cerevisiae aged cells, superoxide DHE fluorescence; stronger effect = lower value | superoxide response (% of plate mean), % at 10 µM | actives 0.18% (n = 330,000);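 active means superoxide response under a set limit, about three screen SD below normal, cut at about 65% in these data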;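 further: yeast aged for seven days with compound at 30 °C before DHE staining; 100% = average MFI of all compound-treated wells on the plate with controls excluded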
CIT2-GFP yeast: modulators of TOR pathway CIT2-GFP in S. cerevisiae | S. cerevisiae CIT2-GFP strain, flow cytometry, 3 h; 100 means same as DMSO wells | GFP response vs DMSO, % at 10 µM | actives 0.065% (n = 320,000) | AID 2029;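 active means GFP response relative to DMSO above a set limit, near the screen mean plus 3 SD, cut at about 150% in these data; inconclusive means Fewer than 70 cells measured for a yeast strain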;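 further: ratio of well median GFP fluorescence to mean of DMSO wells on the plate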
AGP1 TOR yeast: yeast TOR pathway AGP1-GFP modulation; S. cerevisiae AGP1-GFP multiplex flow cytometry, 3 h; GFP as percent of DMSO wells; GFP response vs DMSO, % at 10 µM; actives 0.02% (n = 320,000);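 active means GFP response relative to DMSO above a set limit, near screen average plus 3 SD, cut at about 150% in these data; inconclusive means fewer than 70 cells counted for the yeast strain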;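 further: median GFP channel fluorescence of the gated AGP1 strain per well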
* hit, by the source's call; i = inactive; ? = inconclusive; / = no result given.

SMILES	BCLXL inh	VLA-4 inh	GRK2 inh	MCL1 BIM primary	GLD-1 TGE inh	MEX-5 binding	CR mimetic SO	CIT2-GFP yeast	AGP1 TOR yeast
Cc1ccc(Cn2ncc3c(N4CCN(Cc5ccc(Cl)cc5)CC4)ncnc32)cc1	25.2	0.5	1.0	23.9	13.6	-0.2	i	92.5	90.7
C=CCn1c(COc2ccc(OC)cc2)nnc1SCn1nnc2ccccc2c1=O	0.6	18.8	8.0	-3.8	4.4	-0.5	90.3	105.8	100.2
Cc1cc(C(=O)Nc2ccc(Cl)cc2)c(C)n1-c1ccccc1	8.4	11.6	1.0	-3.6	5.8	-2.7	96.4	94.0	109.7
CCCCOc1ccc(/C=C/C(=O)NC2=Nc3ccccc3NC(C)=C2C(=O)OCC)cc1OC	2.0	-0.3	1.0	0.7	-8.8	-0.8	111.4	99.5	104.8
COc1ccc(OC)c(S(=O)(=O)Nc2ccc(-c3ccc4nnc(C)n4n3)cc2)c1	7.1	-9.9	0.0	4.5	-0.6	0.2	87.8	100.5	109.8
Cc1noc(C)c1CSCC(=O)N(C)CC(=O)Nc1ccc(Cl)c(C(F)(F)F)c1	9.7	4.8	6.0	-2.4	4.9	-0.5	104.5	96.4	98.4
Cc1sc(-c2ccncc2)nc1OC(=O)c1ccc(Cl)cc1	5.5	-1.3	5.0	3.5	10.3	-3.4	107.4	100.5	91.8
O=C(O)/C=C/c1cccc(NC(=O)c2ccccc2)c1	0.7	-0.9	4.0	-0.4	-0.2	-1.3	96.1	97.0	103.6
CSc1nsc(SCC(=O)Nc2ccc(Cl)c(C(=O)O)c2)n1	11.7	-4.8	1.0	7.9	-3.3	2.2	88.7	105.7	103.2
Cc1ccccc1C(=O)NC1CCN(Cc2nnnn2C2CCCC2)CC1	3.9	3.1	1.0	9.7	-0.6	2.0	101.6	93.4	/
CCNc1nc(NCC)n2c(SCC(=O)NC34CC5CC(CC(C5)C3)C4)nnc2n1	4.5	-6.1	2.0	9.4	3.9	0.6	100.1	99.6	97.7
Cc1cnc(C)c(N2CCN(C(=O)C3CCC(=O)N(CCc4cccc(F)c4)C3)CC2)n1 (centres undefined)	-0.1	2.7	0.0	-0.1	0.8	-0.1	110.0	112.4	113.8
COC(=O)c1ccc(NC(=O)CCN2C(=O)NC(C)(C)C2=O)cc1	-9.3	8.3	0.0	-7.2	2.5	/	91.2	93.9	103.5
COCCCN1CN(Cc2ccccc2)CNC1=S	3.0	1.9	2.0	3.6	-6.8	2.6	103.8	98.9	105.0
Cc1c(Cl)cccc1NC(=O)CNC(=O)C1CC(=O)N(C2CCCC2)C1 (centres undefined)	/	2.9	0.0	/	-1.2	/	106.6	102.0	97.0
Cc1ccc(C)c(NC(=O)CN(C)C(=O)c2ccc3[nH]c4c(c3c2)CC(C)CC4)c1 (centres undefined)	-7.5	8.3	1.0	-5.6	3.4	0.2	142.0	95.1	92.2
O=C(O)c1cccc(-c2nnn(Cc3ccccc3Cl)n2)c1	4.9	6.4	10.0	3.6	3.6	-1.8	98.9	94.6	96.2
COc1ccc(/C=C2\SC(=O)N(CCNC(=O)Cn3cnnn3)C2=O)cc1	-8.6	15.8	0.0	-9.6	-4.3	1.6	79.1	92.8	/
O=C(c1ccccc1)N(Cc1nc2ccccc2c(=O)[nH]1)C1CCCC1	-0.6	-1.4	1.0	-1.6	-5.9	-0.1	111.2	99.8	95.3
O=C(CSc1nc(C2CC2)nc2ccccc12)Nc1ccc2c(c1)OCCO2	1.0	12.8	7.0	4.0	1.3	-2.1	102.6	107.9	101.2
Nc1nnnn1/N=C/c1cccc(O)c1	-0.2	1.3	0.0	0.5	-7.2	-1.2	93.2	100.1	102.3
CNC(=S)NC12CC3CC(CC(C3)C1)C2	8.0	-0.7	0.0	11.0	7.7	-0.6	74.8	85.7	94.2
O=C(NC(=S)Nc1ccc(Br)cc1)C1CCCCC1	4.8	-5.9	1.0	7.1	2.0	1.4	91.6	102.5	105.3
Cc1cccnc1NC(=O)Cn1nc(C)c([N+](=O)[O-])c1C	7.8	7.3	3.0	8.6	1.6	2.0	115.8	95.3	97.4
O=C(NCCc1ccccn1)c1cccc(S(=O)(=O)N2CCc3ccccc32)c1	5.3	8.9	2.0	0.6	2.0	0.4	101.2	102.8	93.9
COc1ccccc1-n1c(-c2ccco2)n[nH]c1=S	-2.0	1.1	2.0	-4.8	-7.3	3.2	97.4	96.8	93.4
CCc1ccccc1N1C(=O)c2cccc3c(N4CCOCC4)c([N+](=O)[O-])cc(c23)C1=O	1.4	-0.1	0.0	13.7	-0.4	-0.4	110.2	96.5	93.7
COc1cc(C2C3C(=O)N(Cc4ccccc4)C(=O)C3ON2c2ccccc2)cc(OC)c1O (centres undefined)	6.7	13.2	0.0	2.2	9.8	-1.8	106.7	111.1	104.3
Cc1ccc(Nc2nnc(SCC(=O)Nc3ccc(S(=O)(=O)N4CCOCC4)cc3)s2)cc1	-0.8	3.1	0.0	-4.7	3.1	3.7	105.8	95.4	101.0
O=S(=O)(/N=S1/CC=CCN1S(=O)(=O)c1ccccc1)c1ccccc1 (centres undefined)	-19.8	3.1	2.0	-1.3	2.2	0.2	110.9	110.3	94.3
Nc1nc2n(n1)C(c1ccco1)CC(c1ccc(F)cc1)N2 (centres undefined)	7.6	-24.5	0.0	24.3	-0.2	2.9	98.8	103.6	103.6
N#Cc1cc2c(nc1SCc1ccncc1)CCC2	6.8	-9.8	0.0	-5.5	-12.7	-2.9	102.2	77.5	82.0
COc1ccc(C)cc1-n1nnnc1SC(C)C(=O)NC1CCCC1 (centres undefined)	/	-7.7	5.0	/	-4.8	/	79.6	96.7	95.3
Cc1ccc(/C=N\NC(=O)Cn2nnc3ccccc32)o1	8.7	7.3	0.0	4.6	3.1	-0.4	90.5	112.4	102.7
CCc1cc(=O)oc2c(CN3CCN(C)CC3)c(O)c(Cl)cc12	2.8	5.0	2.0	5.9	-6.0	-2.3	107.6	?	?
O=C(Nc1cccc(OCC(=O)N2CCOCC2)c1)C1CCCCC1	1.6	-1.3	0.0	2.0	5.7	-1.2	86.9	110.9	104.7
CCOc1ccc(-n2c(SCC(=O)O)nc3sc4c(c3c2=O)CCCC4)cc1	6.9	8.8	3.0	5.2	4.6	0.9	109.1	107.4	101.8
COC(=O)c1ccc(/C=N/NC(=O)C(=O)NCc2ccccc2)cc1	2.4	24.9	0.0	-5.3	3.9	-1.1	91.5	111.8	112.0
CCCCn1c(N)c(N(CC(C)C)C(=O)c2cc(Cl)nc3ccccc23)c(=O)[nH]c1=O	-4.5	-3.6	1.0	-4.2	1.5	-3.4	111.5	98.0	112.6
CCc1ccc(S(=O)(=O)NCc2csc(C)n2)s1	8.0	-9.8	0.0	6.9	-1.7	0.4	102.3	119.9	107.5
CCc1cc2cc(C(=O)N3CCN(c4ccccc4)CC3)sc2s1	8.7	-3.4	0.0	11.5	-0.5	2.3	94.0	113.2	84.5
CSc1nc(-c2ccccc2)nc(NC(=O)C(C)C)c1C(C)=O	-5.2	12.5	1.0	-2.5	5.3	0.9	134.0	93.6	92.7
Cc1cc(C(=O)CSc2nnc(-c3ccc(Cl)cc3)n2C)c(C)n1CC1CCCO1 (centres undefined)	1.4	-6.2	0.0	-6.0	1.6	1.0	89.9	104.2	97.9
O=C(COC(=O)c1ccccc1O)Nc1cccc(S(=O)(=O)NC2=NCCCCC2)c1	-6.7	6.5	0.0	2.5	-0.6	1.0	94.4	93.4	100.0
CCOC(=O)C1CCCN(C(=O)C(=O)c2cn(CC(=O)N3CCOCC3)c3ccccc23)C1 (centres undefined)	3.2	2.1	1.0	6.7	4.6	-1.1	96.1	104.2	99.7

Full records from above. Order of screens: BCLXL inh, VLA-4 inh, GRK2 inh, MCL1 BIM primary, GLD-1 TGE inh, MEX-5 binding, CR mimetic SO, CIT2-GFP yeast, AGP1 TOR yeast
Entry for Nc1nnnn1/N=C/c1cccc(O)c1 : -0.2, 1.3, 0.0, 0.5, -7.2, -1.2, 93.2, 100.1, 102.3
Entry for Cc1ccccc1C(=O)NC1CCN(Cc2nnnn2C2CCCC2)CC1 : 3.9, 3.1, 1.0, 9.7, -0.6, 2.0, 101.6, 93.4, /

(cont.)
SMILES	BCLXL inh	VLA-4 inh	GRK2 inh	MCL1 BIM primary	GLD-1 TGE inh	MEX-5 binding	CR mimetic SO	CIT2-GFP yeast	AGP1 TOR yeast
Nc1nnc(SC2CC(=O)N(c3ccccc3)C2=O)s1 (centres undefined)	12.7	-3.2	1.0	-1.4	9.5	2.1	101.0	88.1	97.6
COc1cc(C(=O)Nc2ccc(S(=O)(=O)Nc3cnc4ccccc4n3)cc2)cc(OC)c1OC	3.1	2.6	0.0	6.2	-5.2	2.6	101.4	103.5	102.4
CC(C)N1CCC(N2CCN(C3CCCCC3)CC2CCO)CC1 (centres undefined)	4.0	6.6	0.0	8.7	2.3	-1.5	105.9	83.1	97.6
Cc1ccc(C(=O)N2CCN(c3ccccc3)CC2)cc1S(=O)(=O)N1CCCC1	7.9	-1.4	5.0	9.1	-1.4	-0.6	99.9	85.0	84.4
CC(=O)Nc1ccc2nc(NC(=O)c3cccnc3)sc2c1	4.0	-3.2	0.0	-0.7	4.9	-0.3	96.7	99.6	103.1
COC(=O)[C@@H]1CC[C@@](C)(c2ccc(OC)cc2)C1(C)C	6.5	4.7	0.0	1.6	6.4	0.3	91.2	100.3	104.3
CC(C)C(=O)Nc1ccc(NC(=O)c2ccco2)cn1	4.4	20.4	2.0	-1.3	7.3	-3.2	103.9	94.7	105.7
CC1CCCC(NC(=O)COC(=O)c2ccc([N+](=O)[O-])s2)C1C (centres undefined)	/	-4.7	0.0	/	3.6	/	125.4	96.1	95.3
O=C(NCCc1ccc(Cl)cc1)C1CC(=O)N(CCc2ccccc2)C1 (centres undefined)	9.6	9.9	5.0	6.2	-0.8	0.0	83.6	97.6	100.3
CN(c1cccc(Cl)c1)S(=O)(=O)c1cccc(C(=O)Nc2ccc3c(c2)CCC3)c1	-0.3	8.0	2.0	3.0	1.6	0.6	89.0	115.5	105.0
CCCN1CCC(NC(=S)Nc2ccc(C(=O)OCC)cc2)CC1	1.7	17.5	1.0	5.1	3.7	0.3	94.7	100.5	103.0
CCOc1ccc(-c2c(C(=O)N/N=C/c3ccco3)nnn2-c2nonc2N)cc1	7.1	12.5	1.0	12.6	-2.3	0.7	94.0	106.2	101.2
COc1ccc(-c2cn[nH]c2-c2ccc(OCc3ccccc3)cc2O)cc1	2.6	1.2	2.0	6.8	11.1	-0.3	119.9	91.5	95.1
COc1ccc(/C=N/NC(=O)CN(C2=NS(=O)(=O)c3ccccc32)c2ccccc2)cc1	1.4	4.3	0.0	4.0	3.7	3.1	112.7	105.0	99.7
C=C(C)c1cccc(C(C)(C)NC(=O)Nc2cccnc2)c1	7.7	23.1	1.0	6.3	6.5	0.5	101.0	104.1	102.6
Cc1ccc(S(=O)(=O)Cc2ccc(C(=O)O)o2)cc1	9.5	-7.7	67.0*	26.5	0.5	-7.1	94.3	99.9	108.5
COC(=O)C1=C(C(=O)OC)C(c2cc(Cl)ccc2O)c2sc(=O)[nH]c2S1 (centres undefined)	14.3	/	3.0	30.4	6.4	-12.4	118.8	102.3	91.3
C/C(Cc1nnn(-c2cc(C)on2)n1)=N\O	7.5	4.0	0.0	7.5	0.8	0.5	104.4	99.2	100.7
